INS-1E GSIS act: primary screen for activators of insulin secretion dependent on glucose, INS-1E cells, GLuc reporter luminescence | INS-1E GLuc reporter insulin secretion, 2-3 h | activation, % at 16.6 µM | 0.61% of 370,000 active;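 active = lowest replicate activation of at least 40%, so every replicate reaches that level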;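 note: 0% = median of neutral control wells and 100% = median of IBMX positive control wells; some compounds called inactive have numbers as strong as hits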
FN deposition inh: fibronectin deposition inhibition | AH1F fibroblasts, Alexa488-fibronectin deposition fluorescence, overnight | 0.086% of 350,000 active | inhibition, % at 12.6 µM | AID 743247;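 active = mean inhibition across replicates of 30% or more, regardless of how many single replicates reach that level; inconclusive = mean under 30% yet at least half of replicates reach 30%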;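 note: positive control wells lacked labelled fibronectin entirely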
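Assay system: AH1F fibroblast monolayer, labelled fibronectin deposition. Amount: 10000 cells per well. Also added: labelled fibronectin 24 nM. Compound: single-point pinned compound. Incubation: cell attachment 1 h, compound and FN exposure overnight. Detection: fluorescence after three HBSS washes, excitation 485 nm, emission 525 nm. Read-out: inhibition of fibronectin deposition signal.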
CFTR F508del cor: correctors of CFTR F508del function in bronchial epithelial cells | CFBE cells, YFP halide quenching; stimulated with forskolin plus potentiator P3; % fluorescence drop versus neutral controls | activity (quench increase), % at 7.58 µM | 0.36% of 350,000 active | AID 720511;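 active = mean added fluorescence quench of at least 8% versus neutral control, with both replicates also reaching 8%; inconclusive = only one of the mean or replicate conditions met; inactive = mean below 8% and not both replicates reaching 8%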;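 note: cells transiently co-express mutant CFTR-F508del with the halide-sensitive YFP; corrector assay measuring rescue of mutant channel to the surface after 24 h compound exposure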
EWS-Fli inh: inhibitors of EWS/Fli oncoprotein transcriptional activity | A673 NR0B1-luciferase reporter, viability-normalised | inhibition, % at 12.6 µM | 0.67% of 350,000 active;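 active = mean inhibition of at least 50% after viability correction, with every replicate also passing that limit; inconclusive = mean reaches 50% but only one of two replicates passes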;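 note: firefly luciferase signal divided by Alamar Blue viability fluorescence both relative to DMSO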
miR-122 sensor: blocks miR-122 activity in Huh7 sensor cells; Huh7 miR-122 Renilla luciferase sensor, 48 h; neutral wells = 0, positive control = 100; activation (reporter increase), % at 12.5 µM; 0.3% of 340,000 active; AID 602342;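 active = mean replicate activation score at least 90 and every replicate individually at or above 90; inconclusive = only one of the two criteria met; inactive = neither criterion met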;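 note: higher luciferase means less miR-122 activity so hits act as miR-122 inhibitors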
PAX8 reporter: inhibitors of PAX8 transcriptional activity in RMG-I cells | RMG-I TPO-luciferase reporter, SteadyGlo, 24 h | inhibition, % at 12.6 µM | 1.2% of 360,000 active;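 active = mean replicate inhibition at least 60% with every replicate also reaching 60%; inconclusive = only one of the two criteria is met; inactive = mean below 60% and not all replicates reaching 60%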;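 note: luciferase light reporting Pax8 driven TPO promoter activity; plate controls were median of neutral control wells for no effect and mitoxantrone controls for full effect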
DENV2 CPE rescue: inhibitors of DENV2 cytopathic effect; CPE inhibition, % at 9.99 µM; 1.7% of 350,000 active; DENV2-infected cells, cytopathic effect rescue, plate reader; in the data active = CPE inhibition above about 20%, passing the limit was not always enough; inconclusive = no clear call, values can overlap the other calls; tested in BHK-21 cells;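 note: 0% = median of neutral control wells and 100% = median of positive control wells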
Numbers without * were called inactive; ? = inconclusive; . = no result given; [ ] = dose if it differs, or a comment.

SMILES	INS-1E GSIS act	FN deposition inh	CFTR F508del cor	EWS-Fli inh	miR-122 sensor	PAX8 reporter	DENV2 CPE rescue
Cc1cnc(NS(=O)(=O)c2ccc(N)cc2)nc1-c1ccccc1O	6	8	-0.5	7	43	9	1
C[C@H]1CN([C@@H](C)CO)C(=O)c2cccc(NC(=O)C3CCCCC3)c2O[C@H]1CN(C)Cc1ccc(Cl)c(Cl)c1	-27	0	3.6	10	26[16.7 µM]	.	-6
CCOC(=O)N1CCN(C(=O)c2ccc(OC(C)=O)cc2)CC1	0	2	-1.8	-8	-4	3	14
CC(OC(=O)c1ccc(-n2cnnn2)cc1)C(=O)NCc1ccccc1 (configuration not stated)	32	15	-1.1	1	.	0	-1
Cn1cnc(CCNC(=O)C[C@@H]2CC[C@H]3[C@@H](COC[C@@H](O)CN3C(=O)C3CC3)O2)c1	-4	-12	0.4	0	2[16.7 µM]	-26	-14
Cc1c(NC(=O)C2CC(c3cccc(Br)c3)=NO2)c(=O)n(-c2ccccc2)n1C (configuration not stated)	19	-5	-1.8	-19	-5	29	.
C[C@H](CO)N1C[C@H](C)[C@H](CN(C)C(=O)c2ccccc2F)Oc2ncc(C#Cc3cccc(F)c3)cc2C1=O	-8	11	1.3	-10	5[16.7 µM]	.	4
O=C(C[C@@H]1C[C@@H]2c3cc(NC(=O)CC4CC4)ccc3O[C@@H]2[C@H](CO)O1)NCc1ccccc1	-4	17	-0.2	0	-9[16.7 µM]	2	7
NC(=O)N=Nc1c(O)[nH]c2ccc([N+](=O)[O-])cc12	5	1	-2.9	-10	-7	-13	3
COc1cc2cc(CCOC(=O)c3ccc(F)cc3)oc(=O)c2cc1OC	2	1	0.8	-7	-2	1	-2
COC(=O)[C@@]1(Sc2ccc(C)cc2)CC(=O)N[C@@H]1c1ccc(C(F)(F)F)cc1	-29	1	1.7	-3	.	17	-10
Cc1nc(S(=O)(=O)Cc2ccccc2)nc2c1CCC2	1	-9	-0.8	-10	-7	-21	-5
Cc1ccc(-c2ccc([C@H]3[C@@H](CO)N4CCCCN(S(=O)(=O)c5ccccc5C)C[C@H]34)cc2)cc1	0	5	1.0	31	-26[16.7 µM]	-2	-32
Cc1nc2ccccc2c2nc(NC(=O)C(F)(F)F)nn12	50*	-3	-0.9	1	-4	-20	-5
Cc1cccc(NC(=S)NC(=O)c2ccco2)n1	42	11	.	.	.	-2	.
C[C@@H]1CN([C@@H](C)CO)C(=O)c2cc(C3=CCCCC3)cnc2O[C@@H]1CN(C)C(=O)Nc1ccccc1	-30	0	2.2	-8	-4[16.7 µM]	.	1
CSCCC(NS(=O)(=O)c1ccc(Cl)cc1)C(=O)O (configuration not stated)	7	-5	-1.2	10	1	-2	.
C[C@H](CO)N1C[C@H](C)[C@@H](CN(C)Cc2ccc(C(=O)O)cc2)OCCCC[C@H](C)Oc2ccc(NS(=O)(=O)c3ccc(Cl)cc3)cc2C1=O	4	1	-0.8	-1	9[16.7 µM]	-3	?
COc1cc(C)c(C(=O)Oc2cc(C)c(C(=O)O)c(O)c2C)c(O)c1C	-13	.	-0.7	7	-2	.	-1
CC(NS(=O)(=O)c1ccc(N)cc1)C1CC2CCC1C2 (configuration not stated)	-2	7	-0.5	-1	11	-22	2
CC(C)NC(=O)N[C@H]1CC[C@H](CCNC(=O)C2CCC2)O[C@H]1CO	7	.	2.3	-2	9[16.7 µM]	-1	6
COc1ccc(Cl)cc1C(=O)NNC(=O)CNC(=O)c1ccc(C)s1	-13	-1	-2.2	-8	4	17	-3
CO[C@H]1CC[C@@H]2CCN(C)C(=O)[C@@H](C)[C@@H](OC)CN(C)C(=O)c3cccc(C#N)c3OC[C@@H]1O2	-2	-4	-2.6	-8	.	-18	-2
CCc1n[nH]c(=S)n1/N=C/c1c(C)nn(-c2ccccc2)c1Cl	36	4	-1.3	5	-4	-21	-4
COC(=O)c1cc(CNC(=O)CCCSc2ccccc2)ccc1OC	10	4	-1.4	0	4	0	2

Next part; it opens with the three that closed the last part.
SMILES	INS-1E GSIS act	FN deposition inh	CFTR F508del cor	EWS-Fli inh	miR-122 sensor	PAX8 reporter	DENV2 CPE rescue
CO[C@H]1CC[C@@H]2CCN(C)C(=O)[C@@H](C)[C@@H](OC)CN(C)C(=O)c3cccc(C#N)c3OC[C@@H]1O2	-2	-4	-2.6	-8	.	-18	-2
CCc1n[nH]c(=S)n1/N=C/c1c(C)nn(-c2ccccc2)c1Cl	36	4	-1.3	5	-4	-21	-4
COC(=O)c1cc(CNC(=O)CCCSc2ccccc2)ccc1OC	10	4	-1.4	0	4	0	2
Cc1noc(C)c1NC(=O)Nc1ccc2c(c1)C(=O)N([C@H](C)CO)C[C@H](C)[C@H](CN(C)C)OCCCC[C@H](C)O2	19	.	-3.7	-1	-5[16.7 µM]	-18	-5
CCNC(=O)[C@@H]1[C@@H](CO)[C@@H]2Cn3c(ccc(-c4ccc(F)cc4)c3=O)[C@H]1N2Cc1ccccc1F	-6	.	1.8	4	4[16.7 µM]	12	-5
CC(C)(C)OC(=O)N1CCC(c2c(C(=O)N3CCN(C(=O)c4ccco4)CC3)cnn2-c2cccc(Cl)c2)CC1	-28	6	-1.1	.	-11	16	1
Cc1nn(-c2ccccn2)c2nc(-c3cccs3)cc(C(=O)N3CCOCC3)c12	13	5	.	.	.	-23	.
CCCOC(=O)c1ccc(OC(=O)c2ccco2)cc1	-13	-15	.	.	-1	.	.
O=C(N[C@@H]1CC[C@H](CCn2cc(-c3ccccn3)nn2)O[C@H]1CO)c1ccc(F)cc1	-1	.	1.4	0	.	19	1
COc1ccc2c3c(n(C)c2c1)[C@@H](CO)N(S(C)(=O)=O)CC31CCN(CC2CCCC2)CC1	1	.	-0.2	5	.	-4	56*
CC1CCc2c(sc3nc(CN4CCN(S(=O)(=O)c5ccccc5[N+](=O)[O-])CC4)[nH]c(=O)c23)C1 (configuration not stated)	-36	.	.	.	-5	1	.
O=C1N[C@H](Cc2ccccc2)COC(=O)[C@@H](Cc2ccc(F)cc2)C/C=C\C[C@H]1CC(=O)N(CCO)Cc1ccccc1	2	7	1.8	9	1	2	16
COc1ccc(/C=N/NC(=O)CC(=O)NCc2cccnc2)c(OC)c1	.	14	.	2	.	41	4
CCCCCC(=O)N1C[C@@H](O)[C@H](n2cc(COC(=O)c3ccccc3)nn2)C[C@@H]1c1ccc(C)cc1	-20	4	-1.3	-1	-2	10	74*
COC(=O)c1sc(NC(=O)Cc2cccs2)nc1C	-13	0	.	.	10	.	.
Cc1ccc(CN2C(=O)CSCC2(C)C(=O)NC(C)C)cc1 (configuration not stated)	41	-8	-1.5	-10	.	3	0
COc1cc(NC2=Nc3cccc4cccc2c34)cc(OC)c1OC	.	3	.	-6	-1	8	?
C[C@H](CO)N1C[C@H](C)[C@H](CN(C)S(=O)(=O)c2cccs2)OCCCC[C@H](C)Oc2ccc(NS(C)(=O)=O)cc2C1=O	-7	.	1.2	1	3[16.7 µM]	-1	-3
O=C(NCC[C@@H]1CC[C@@H](NS(=O)(=O)Cc2ccccc2)[C@H](CO)O1)C1CCCC1	19	-5	-1.5	1	-13[16.7 µM]	1	-10
O=C1C[C@@H]2c3c(cccc3CN1Cc1ccccc1F)C[C@@H](O)[C@H]2O	1	-2	-2.1	4	-1	8	3
O=C(NCc1ccc(F)cc1)C1CCCN1C(=O)Nc1cccc(F)c1 (configuration not stated)	-12	8	-3.3	11	2	0	-2
CO[C@H]1CN(C)C(=O)c2ccc(NC(=O)Nc3c(C)noc3C)cc2OC[C@H](C)N(CC2CC2)C[C@@H]1C	9	-8	-2.1	.	.	10	15
O=C(C[C@H]1CC[C@H](NC(=O)C2CCC2)[C@H](CO)O1)NCc1ccccc1Cl	11	.	-0.8	5	.	-24	0
CC(C)(C)c1ccc(C(=O)NNc2cc(Cl)cc(Cl)c2)cc1	7	1	-0.1	17	.	-8	-3
CO[C@H]1CN(C)C(=O)c2cc(NS(=O)(=O)c3cccc(C)c3)ccc2OC[C@H](C)NC[C@H]1C	6	-6	-1.6	2	6[16.7 µM]	.	8
O=C(CCC(=O)Nc1nnc(C2CCCCC2)s1)NCc1ccccc1	-3	3	0.7	-6	.	16	15
Cc1cc(C)n(CCCNC(=O)Cn2nnnc2CN2C[C@@H](C)O[C@@H](C)C2)n1	3	-8	-1.7	1	4	-5	-6
COc1cccc(-c2cnc3c(c2)C(=O)N([C@@H](C)CO)C[C@H](C)[C@@H](CN(C)C(C)=O)O3)c1	31	-9	2.1	-12	1[16.7 µM]	.	-5
Remaining list, next part
SMILES	INS-1E GSIS act	FN deposition inh	CFTR F508del cor	EWS-Fli inh	miR-122 sensor	PAX8 reporter	DENV2 CPE rescue
CCC(=O)N(C)C[C@@H]1Oc2cc(C#CC3CCCC3)ccc2S(=O)(=O)N([C@H](C)CO)C[C@@H]1C	-26	-23	-2.4	7	15[16.7 µM]	.	-4
O=C(Cc1ccccc1)Nc1ccc(Br)c(Cl)c1	-5	-2	-0.2	-5	.	-56	-1
Nc1ccccc1C(=O)Nc1cccc2ccccc12	-1	5	-2.1	-12	.	-12	-8
CC(=O)Nc1ccc(-n2c(=O)c3ccccc3c3ccccc3c2=O)cc1	-16	1	-1.2	-3	-4	-4	-5
CC(=O)NN1C(=O)/C(=C/c2ccc(C(C)C)cc2)SC1=S	0	-3	.	.	.	1	.
CC(C)[C@@H]1Cc2[nH][nH]c(=O)c2[C@H](CCc2ccccc2)O1	-11	-4	3.9	-11	.	23	-2
O=C(Nc1ccc(-c2ccccc2)cc1)[C@H]1[C@H](CO)[C@H]2Cn3c(cccc3=O)[C@@H]1N2Cc1cccnc1	-2	.	-0.7	0	2[16.7 µM]	4	8
COc1ccc(N2C(=O)C(CC(N)=O)N(NC(=O)c3cccc(OC)c3)C2=S)cc1 (configuration not stated)	6	-4	0.4	8	.	-2	31*
CCNC(=O)CCc1nc(-c2ccc(C)cc2)no1	.	-3	-0.5	-5	.	5	5
COC(=O)c1ccccc1N=Nc1c(C)[nH][nH]c1=O	29	-8	-1.0	-3	-3	2	0
Cc1ccccc1SCc1noc(C(=O)NCC2CCCO2)c1C(=O)O (configuration not stated)	0	-4	-2.3	0	.	-17	?
Cc1ccc(CN(C)CC(=O)Nc2cccc([N+](=O)[O-])c2)o1	-2	-20	10*	-6	.	3	-3
O=C1CC(c2cccs2)CC(O)=C1C=NCCN1CCNCC1 (configuration not stated)	-3	.	-0.3	18	.	.	-1
C[C@@H]1CCCCO[C@@H](CN(C)Cc2ccc3c(c2)OCO3)[C@@H](C)CN([C@H](C)CO)C(=O)c2cc(NC(=O)Nc3ccc(C(F)(F)F)cc3)ccc2O1	-18	-1	-1.2	-6	-1[16.7 µM]	35	15
CC(C)Cn1c(N)c(C(=O)COC(=O)C2CC(=O)N(Cc3ccccc3Cl)C2)c(=O)n(C)c1=O (configuration not stated)	9	4	-1.7	14	.	-3	-2
Cn1cc(-c2cccc(Cl)c2)cc(C#N)c1=O	3	14	1.0	7	.	7	5
Cc1nc2ccc(NC(=O)c3ccc(Cl)nc3)cc2s1	11	-2	-1.2	-38	-12	-50	0
CN(C)CC(=O)N[C@H]1CC[C@@H](CCn2cc(C3CCCC3)nn2)O[C@H]1CO	11	7	2.7	8	.	-17	-5
CCOC(=O)c1ccc(N/C(=N/S(=O)(=O)c2ccccc2)c2ccccc2)cc1	-15	5	0.1	-2	-3	28	-4
CN1CC(c2ccccc2)Oc2ccccc2C1=S (configuration not stated)	9	-3	-2.9	-4	.	10	0
C[C@H]1CN=C(N(C)C)N1CCCC1CCCCC1	.	3	-2.3	6	9	2	-1
O=C(O)CSCc1ccc(C(=O)O)o1	.	1	.	.	-6	-3	.
Cn1ncc2nc[nH]c(=O)c21	.	-5	.	.	-8	4	.
COC(=O)C1=NN[C@H](C(=O)OC(C)(C)C)[C@H]1c1ccccc1	18	-6	.	5	.	15	-3

Compound activity deposited in PubChem by Broad Institute.
